RGS4 inh: Inhibitors of Regulator of G Protein Signaling (RGS) 4: qHTS. Regulator of G-protein signaling 4 (Homo sapiens), P49798. Transcreener GDP fluorescence polarization, RGS4-accelerated GTP hydrolysis. Potency, µM (top dose mostly 114 µM), for the others: at the highest dose activity change, negative = inhibition, most hits filed as inhibitors. 390,000 compounds, 0.039% hits; further: potency means the concentration at half of the fitted maximal effect; on the % scale 0 is the no-effect control and ±100 the full control effect; nearly all actives have a fitted effect of over 75% in size; some results filed as inactive show a strong effect at the top dose
Target sequence (P49798 whole entry, looked up): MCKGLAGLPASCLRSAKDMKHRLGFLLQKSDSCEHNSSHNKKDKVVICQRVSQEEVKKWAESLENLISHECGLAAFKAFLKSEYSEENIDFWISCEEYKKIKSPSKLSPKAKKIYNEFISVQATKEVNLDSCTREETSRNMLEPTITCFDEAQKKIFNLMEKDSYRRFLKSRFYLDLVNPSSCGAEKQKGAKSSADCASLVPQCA
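MLSMR compounds (23 nl, pin-transferred) preincubated 10 min at room temperature with a 500nM (2x) first reagent, then RGS4 at 900nM (2x) plus Transcreener GDP mix added; fluorescence polarization (620/688 nm) read before and after 90 min at 30 °C.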
LDHA inh: qHTS assay for inhibitors of human lactate dehydrogenase. L-lactate dehydrogenase A chain (Homo sapiens), P00338. purified LDHA, NADH/diaphorase-resazurin fluorescence; stronger effect = lower value. activity change, % (values are at about 110 or 230 µM). 480,000 compounds, 0.15% hits. AID 1347041, 2019; in the data active means activity change below about -30%; inconclusive means mostly about -25% to -30%;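 further: plate controls were DMSO wells for no effect and wells without enzyme for full effect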
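Human LDH5 (2 nM) was incubated with 0.06 mM NADH and 0.2 mM pyruvate for 5 min at room temperature in Tris pH 7.4. Remaining NADH was coupled through diaphorase/resazurin, and resorufin fluorescence was read at 0 and 20 min.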
12-LOX inh: Primary qHTS assay for inhibitors of human arachidonate 12S-lipoxygenase (ALOX12): Round 2; Polyunsaturated fatty acid lipoxygenase ALOX12 (Homo sapiens), P18054; purified 12hLO, xylenol orange hydroperoxide absorbance; Potency, µM (highest dose often 108 µM), for inactives: at the top dose activity change, negative = inhibition, most hits filed as inhibitors; 580,000 compounds, 1.1% hits; further: potency means the concentration at half of the fitted maximal effect; on the % scale 0 is the no-effect control and ±100 the full control effect
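Hydroperoxide product was detected by ferrous iron/xylenol orange as the 573 to 405 nm absorbance ratio. Arachidonic acid at 40 uM (final) was turned over for 30 min at room temperature by 150 nM human 12hLO, pH 7.0 Hepes buffer, after 15 min compound preincubation.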
Vif-A3G inh: qHTS for Inhibitors of Vif-A3G Interactions: qHTS; DNA dC->dU-editing enzyme APOBEC-3G (Homo sapiens), Q9HC16; HeLa A3G-eYFP + Vif (tagged APOBEC3G with the HIV-1 protein that degrades it), YFP fluorescence, overnight; Potency, µM (top dose mostly 46.1 µM), for the others: top-dose activity, negative = active, actives largely listed as inhibitors; 410,000 compounds, 0.076% hits;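 further: potency means the concentration at half of the fitted maximal effect; on the % scale 0 is the no-effect control and ±100 the full control effect; nearly all actives have a fitted effect of over 60% in size; hits raise eYFP signal because A3G escapes Vif-driven loss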
Target sequence (Q9HC16 whole entry, looked up): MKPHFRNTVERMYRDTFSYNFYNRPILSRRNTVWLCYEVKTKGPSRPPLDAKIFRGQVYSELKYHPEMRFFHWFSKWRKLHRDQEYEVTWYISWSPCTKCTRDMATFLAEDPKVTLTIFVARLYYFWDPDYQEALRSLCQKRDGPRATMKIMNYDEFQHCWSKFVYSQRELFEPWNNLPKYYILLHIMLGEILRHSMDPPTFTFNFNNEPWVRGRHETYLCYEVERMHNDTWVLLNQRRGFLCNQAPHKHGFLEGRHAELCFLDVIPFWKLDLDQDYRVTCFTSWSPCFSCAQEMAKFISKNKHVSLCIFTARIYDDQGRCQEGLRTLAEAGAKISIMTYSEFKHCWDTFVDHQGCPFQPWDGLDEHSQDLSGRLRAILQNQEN
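HeLa cells stably expressing Vif and C-terminally eYFP-tagged A3G, seeded overnight at 37 deg C, then exposed to compound by pintool overnight at 37 deg C. Rise in yellow fluorescence (Ex 488/Em 500-530, Acumen) marks blocked Vif-driven A3G degradation.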
D2 ag: HTS Assay for Allosteric Agonists of the Human D2 Dopamine Receptor: Primary Screen for Agonists | D(2) dopamine receptor (Homo sapiens), P14416 | HEK293 T-REx D2 cells, calcium flux agonist mode | activation, % at 2 µM | 340,000 compounds, 0.53% hits;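 active means activation over 3 SD above normal in the single-dose calcium agonist read, cut at about 30% in these data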; further: 0% is about no effect
Target sequence (P14416 whole entry, looked up): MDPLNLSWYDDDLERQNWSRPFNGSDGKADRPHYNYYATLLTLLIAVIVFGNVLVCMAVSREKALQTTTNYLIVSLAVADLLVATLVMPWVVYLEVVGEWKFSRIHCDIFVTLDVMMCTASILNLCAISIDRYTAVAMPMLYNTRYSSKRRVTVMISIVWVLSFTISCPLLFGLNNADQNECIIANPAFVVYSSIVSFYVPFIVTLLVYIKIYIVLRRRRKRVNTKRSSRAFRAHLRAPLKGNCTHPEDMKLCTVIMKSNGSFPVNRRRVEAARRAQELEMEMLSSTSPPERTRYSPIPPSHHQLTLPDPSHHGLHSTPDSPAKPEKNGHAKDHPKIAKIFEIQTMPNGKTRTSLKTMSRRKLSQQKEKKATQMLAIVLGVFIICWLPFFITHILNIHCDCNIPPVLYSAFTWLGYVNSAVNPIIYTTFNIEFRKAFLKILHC
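Tetracycline-induced HEK293 Trex cells with D2 receptor force-coupled to calcium signaling, plated overnight at 30 C and loaded with no-wash calcium dye. Calcium flux read kinetically for 180 s after compound addition; responses flag agonists.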
D2 antag: HTS Assay for Allosteric Antagonists of the Human D2 Dopamine Receptor: Primary Screen for Antagonists | AID 485344, 2010 | D(2) dopamine receptor (Homo sapiens), P14416 | inhibition, % at 10 µM | 340,000 compounds, 2% hits | HEK293 TREx D2 cells, calcium flux, dopamine EC80; in the data active means inhibition above about 30%; further: 0% is about no effect
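Cells plated overnight at 30 C with tetracycline; no-wash calcium dye, 30–90 min RT; 10 s baseline; compound pinned; 180 s read; EC80 dopamine added; another 180 s read.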
Vif-A3F inh: qHTS for Inhibitors of Vif-A3F Interactions: qHTS | HeLa A3F-eYFP + Vif (tagged APOBEC3F with the HIV-1 protein that degrades it), YFP fluorescence increase | 390,000 compounds, 0.2% hits | Potency, µM (top dose mostly 46.1 µM), for the others: top-dose activity, negative = active; further: potency means the concentration at half of the fitted maximal effect; % of control where 0% means no effect; nearly all actives have a fitted effect of over 65% in size
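HeLa cells stably expressing Vif plus C-terminally eYFP-tagged A3F were seeded, incubated overnight at 37 deg C, dosed with compound, incubated overnight again at 37 deg C. Yellow fluorescence (Ex 488/Em 500-530) reported blocked Vif-mediated A3F-eYFP degradation.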
Glioma ERSR ind: qHTS for Inducers of the Endoplasmic Reticulum Stress Response (ERSR) in Human Glioma: qHTS | U87-MG GRP78 promoter luciferase reporter, 16 h | Potency, µM, for the others: top-dose activation, most hits filed as activators | 420,000 compounds, 0.02% hits | AID 602332, 2012; further: potency means the concentration at half of the fitted maximal effect; series mostly up to about 76 µM; % of control where 0% means no effect; nearly all actives have a fitted effect of over 35% in size
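Stably transfected U87-MG glioma cells carrying a GRP78-based luciferase sensor; 16 h compound incubation. Luminescence end-point read 10 min after Bright-Glo addition at room temperature.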
ERG-DNA inh: qHTS for Small Molecule Inhibitors of the ERG Ets/DNA interaction; Potency, µM (top dose mostly 76.9 µM), for inactives: top-dose FP activity, negative = inhibition, usual class: inhibitors; 370,000 compounds, 0.028% hits; fluorescence polarization, His-ERG Ets domain / labelled DNA; Transcriptional regulator ERG (Homo sapiens), P11308; AID 624246, 2012; active means well fitted inhibition curve with a large enough effect in the polarisation, with a control signal flat; inconclusive means small, poorly fitted or top-dose-only effect, or effect the other way, or a change in a side signal; inactive means no such curve, though single readings can be large or run the other way; the % refers to the polarisation;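 further: polarization taken with two DNA probes labelled with fluorescein and Texas red; potency means the concentration at half of the fitted maximal effect; % of control where 0% means no effect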
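His-tagged ERG Ets domain (1 uM in the protein solution; 300mM KCl, 50mM Tris-HCl, 1mM EDTA, 1mM DTT, pH 7.5) received compound, then a probe mix of 5 nM fluorescein-DNA and 100nM Texas-615-DNA. Fluorescence polarization was read for both dyes.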
* hit, by the source's call; ? = inconclusive; nt = not tested or not shown; & = joins results of further samples; [ ] = another dose, or the depositor's remark. Unless noted, the call rests on the fitted dose curve; in most records, active means well fitted curve in the direction sought with a large enough effect; inconclusive means small, poorly fitted or top-dose-only effect, or another doubt; inactive means no such curve, though single readings can be large; an effect the other way counts as inactive or inconclusive.

SMILES	RGS4 inh	LDHA inh	12-LOX inh	Vif-A3G inh	D2 ag	D2 antag	Vif-A3F inh	Glioma ERSR ind	ERG-DNA inh
O=c1ccn([C@@H]2O[C@H](COS(=O)(=O)O)[C@@H](O)[C@H]2O)c(=O)[nH]1	9%	-10	4%	1%	nt	nt	1%	-2%	-4%
CCCCN(c1ccccc1)S(=O)(=O)N(C)C	7%	0	-7%	2%	-0.4	-6	3%	-3%	13%
O=C(CNC(=O)Cn1ccc2ccccc2c1=O)NCCCN1CCCCCC1	-14%	1	0%	1%	0.0	3	0%	-7%	0%
COc1ccc(-c2nc3cc(NC(=O)c4ccc5c(c4)OCO5)ccc3o2)cc1	1%	-6	?	-10%	0.6	-13	1%	-3%	1%
CCOc1cc(/C=C2\C(=O)ON=C2c2ccccc2)cc(Br)c1O	?	-1	22µM*	0%	-0.3	-2	2%	-4%	108%[activator]
COc1cc(OC)cc(C(=O)N[C@H](C(=O)OCC(=O)Nc2ccc(C)cc2C)C(C)C)c1	6%	0	-19%	1%	nt	nt	-6%	-4%	-13%
COc1ccc2c(c1)cc(C(=O)N[C@H](C(=O)N1CCC[C@H]1C(=O)O)C(C)C)n2C	12%	-9	-1%	1%	0.8	-4	-1%	-3%	-5%
CC(=O)Nc1ccc(C(=O)Nc2ccc3c(c2)N(C2CCCC2)C(=O)c2ccccc2S3)cc1	10%	1	-17%	0%	0.7	nt	-7%	-2%	3%
CCOC(=O)C1=C(C)NC(C)=C(C(=O)OCC)C1/C=C/c1ccccc1	19%	0	?	-9%	-1.4	0	?	0%	0%
Cc1cccc(-c2nc(SCC(=O)Nc3ccc4c(c3)OCO4)c(-c3ccccc3)[nH]2)c1	10%	3	-4%	2%	2.7	nt	-6%	-7%	-1%
O=C(CCS(=O)(=O)c1ccc(Br)cc1)N1CCN(c2ccc(Cl)cc2)CC1	-7%	-2	-26%	3%	-0.2	14	-3%	-5%	0%
CN(Cc1ccco1)C(=O)c1ccc(S(=O)(=O)N2CCCCCC2)cc1	-4%	0	-11%	-8%	-0.3	13	1%	5%	-8%
Cc1cc(NC(=O)COc2c(C)cccc2C)no1	9%	-6	-10%	1%	0.4	4	4%	-2%	-5%
CC(=O)c1ccc(NS(=O)(=O)c2ccccc2)cc1	-13%	-7	1%	-3%	nt	nt	-3%	0%	-4%
COc1ccc(CN(C)C(C)C(=O)Nc2ccc(S(=O)(=O)N3CCOCC3)cc2)c(OC)c1 (configuration not stated)	6%	-6	6%	1%	0.9	-4	5%	-3%	-1%
Cc1c(C2(O)C(=O)Nc3ccc(F)cc32)c(=O)n(-c2ccccc2)n1C (configuration not stated)	16%	-1	0%	2%	0.4	-9	1%	-1%	-4%
C/C(=N\Nc1ccc(S(=O)(=O)Nc2ccccc2)cc1[N+](=O)[O-])c1ccc(N2CCOCC2)cc1	27%	1	-2%	1%	0.6	-6	-4%	-3%	6%
Clc1ccc(CO/N=C2\CCCc3nonc32)cc1	?	-1	0%	-1%	-2.5	4	-4%	-1%	6%
COc1ccc(NC(=O)N2CCC(C(=O)c3ccc4c(c3)OCCO4)CC2)cc1	-6%	-10	8%	0%	-0.6	7	10%	6%	-4%
Cc1oc2c(C)c3oc(=O)c(CCC(=O)NCCCN4CCCC4=O)c(C)c3cc2c1C	17%	1	27%	-1%	0.3	4	3%	-2%	-10%
CN1CCN(C(=O)/C(=C/c2cn(S(=O)(=O)N(C)C)c3ccccc23)NC(=O)c2ccccc2)CC1	-12%	-17	-7%	4%	0.2	2	2%	2%	-7%
CN1CCN(CCOc2ccc(Cc3ccccc3)cc2)CC1	4%	0	77%[activator]	-2%	-0.3	2	-27%	0%	-1%
Cc1nc2ccccc2c2oc(C(=O)Nc3ccc(C(C)C)cc3)cc12	22%	4	-12%	-4%	-0.9	-5	-14%	-3%	-3%
Oc1c(Cl)cccc1C=Nc1cc(C(F)(F)F)ccc1N1CCCC1	-40%	-4	-28%	-8%	-0.3	-3	0%	5%	-5%
Cc1ccc(NC(=O)CCS(=O)(=O)c2ccc(Br)cc2)nc1	?	-4	-37%	-6%	-1.0	7	-17%	0%	-9%
CCOc1cc(C)nc(NCCc2ccc(OC)c(OC)c2)n1	8%	-4	-19%	1%	-0.2	0	0%	-2%	nt
COc1cc2c(cc1NC(=O)COC(=O)CNS(=O)(=O)c1ccc(C)cc1)oc1ccccc12	-14%	-5	-22%	2%	6.2	-12	-6%	1%	-7%
O=C(Nc1ccccc1F)c1nc(SCc2ccccc2F)ncc1Cl	-7%	-10	0%	-1%	0.4	nt	0%	-1%	-1%
Cc1cccc(NC(=O)c2cc(S(=O)(=O)NCc3ccc4c(c3)OCO4)ccc2F)c1C	19%	-1	-10%	5%	0.5	nt	-6%	0%	-7%
CCC(Cc1ccccc1)NC(=O)C1CCN(S(=O)(=O)c2c(C)noc2C)CC1 (configuration not stated)	-4%	-4	10%	0%	0.0	23	-8%	-4%	nt
CC1CCCC(C)N1C(=O)CSc1nnc(CSc2ncccn2)n1C (configuration not stated)	18%	-3	25%	-2%	0.6	-13	-1%	-3%	4%
Cc1cccc(S(=O)(=O)N(C)C[C@H]2OCc3cnnn3CCCC(=O)N([C@H](C)CO)C[C@@H]2C)c1	nt	0	-27%	-3%	nt	nt	3%	-1%	nt
Cc1cccc(-n2ccc(=O)c(C(=O)Nc3ccc(S(=O)(=O)Nc4onc(C)c4C)cc3)n2)c1	31%	-11	-11%	5%	-0.1	8	14%	2%	-1%
C[C@@H]1CN([C@H](C)CO)C(=O)c2cc(Br)cnc2O[C@@H]1CN(C)C(=O)C1CCOCC1	nt	1	16%	4%	nt	nt	-5%	-7%	nt
COc1ccc(OC)c(S(=O)(=O)N2CCN(Cc3nc4ccc(C)cc4o3)CC2)c1	-7%	0	?	2%	nt	nt	-8%	-2%	1%
CCOC(=O)c1cnc2c(Cl)c(Cl)ccc2c1NCCN1CCOCC1	12%&1%	-4&-11	16%&-25%	0%&-1%	0.6&-1.6	16	5%&1%	-8%&-1%	6%&-4%
O=C(NCc1ccco1)c1ccc2c(c1)N(Cc1ccccc1)C(=O)CS2=O (configuration not stated)	-12%	-1	?	-2%	-0.3	0	6%	-3%	10%
Cc1c(C(=O)NCCSCc2cccc(C(F)(F)F)c2)cnn1-c1ccc(Cl)cc1	-9%	-2	57%[activator]	4%	1.7	9	6%	-7%	-5%
C=C(C)COc1ccc(-c2nc(N)nc(C(F)(F)F)c2-c2ccc(OC)cc2)c(O)c1	-1%	0	-5%	-14%	0.5	2	7%	8%	2%
CCCc1cc(-c2nc(-c3ccc(C)cc3)cs2)ccn1	5%	3	?	-21%	nt	nt	-28%	3%	-3%
Cc1ccoc1C(=O)N1CCN(C(=O)c2occc2C)CC1	-20%	-7	2%	2%	1.7	-4	-8%	0%	0%
CCOC(=O)c1c(NC(=O)c2cc(-c3cccc(Cl)c3)on2)sc(C(C)=O)c1C	-37%	9	?	-2%	-0.2	nt	-2%	-3%	1%
C=CCn1c(SCC(=O)c2c(N)n(C3CC3)c(=O)[nH]c2=O)nnc1-c1ccccc1OC	3%	-4	6%	0%	-0.5	-3	-12%	-6%	-9%
CCNC(=O)C1CC(=O)N(c2ccc(OCC)cc2)C1 (configuration not stated)	10%	-19	1%	1%	0.8	-1	-1%	-1%	3%
CC(CN(C)Cc1ccccc1)OC(=O)c1ccc2c(c1)OCCO2 (configuration not stated)	-26%	6	-3%	-2%	-0.3	-9	2%	0%	-3%
COc1ccccc1CNS(=O)(=O)c1ccc2c(c1)NC(=O)C(C)S2 (configuration not stated)	17%[11.4 µM]	-2	-29%	3%	1.2	-4	-6%	0%	10%
COCOCCn1cc(CN2CCS(=O)(=O)N(Cc3ccc(-c4cccc(N(C)C)c4)cc3)C(C(C)C)C2=O)nn1 (configuration not stated)	nt	6	?	-3%	nt	nt	2%	-3%	nt
COc1ccc(S(=O)(=O)N2CCN(C(=O)COc3ccccc3)CC2)cc1	14%	-16	-2%	-2%	0.6	6	-2%	-3%	6%
COc1ccc(NC(=O)CNC(=O)c2ccco2)cc1S(=O)(=O)Nc1cc(C)ccc1Br	1%	-4	-52%	-8%	nt	nt	5%	1%	-3%
CC1(C)CC(NC(=O)c2ccccc2NS(=O)(=O)c2ccc(Br)cc2)CC(C)(C)N1	-10%	-1	317%[activator]	0%	nt	nt	2%	-7%	8%
C[C@H](NC(=O)c1ccco1)C(=O)NNC(=O)COc1cccc(C(F)(F)F)c1	6%	1	4%	6%	nt	nt	-11%	-1%	6%
COc1cc(OC)cc(C(=O)Nc2ccc(C(=O)c3ccncc3)cc2)c1	12%	-7	?	0%	-0.1	-15	2%	1%	3%

Source: PubChem BioAssay

Some of the compounds tested (hit frequency here may not be typical).
